# Screening data deposited in PubChem BioAssay by several laboratories.
# XIAP antagonists: small molecules displacing peptide from XIAP – biochemical, IAP family, fluorescence polarization (AID 1018); XIAP BIR domain, fluorescence polarization peptide displacement; higher % means a stronger effect; displacement, % at 20 µM, or IC50 in µM where a hit was titrated; actives 0.007% (n = 200,000); in the data active = displacement above about 50%; also: a part of the inactive calls stands beside numbers as strong as those of hits
# PMI inhibition: human PMI inhibitors, high substrate, primary screen, biochemical, fluorescence intensity, high mannose 6-phosphate (AID 1220); inhibition, % at 20 µM, or IC50 in µM where a hit was titrated; recombinant PMI enzyme, coupled fluorescence intensity; higher % means a stronger effect; actives 0.66% (n = 190,000)
# LYP inhibition: PTPN22 lymphoid phosphatase activity blockers – biochemical, fluorescence intensity, uHTS (AID 1779); recombinant LYP phosphatase, fluorescence intensity; higher % means a stronger effect; one-dose inhibition, % at 11.5 µM; IC50 in µM for titrated hits; actives 0.054% (n = 290,000);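 also: plate controls were vehicle with enzyme for no effect and no enzyme for full effect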
# M1AAP inhibition: P. falciparum M1AAP inhibitors, biochemical, fluorogenic H-Leu-NHMec substrate, 1536-well (AID 1445); recombinant M1AAP, H-Leu-NHMec fluorogenic kinetic assay; higher % means a stronger effect; inhibition, % at 30 µM, or IC50 in µM where a hit was titrated; actives 0.42% (n = 220,000);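 active = primary inhibition above the hit cutoff, then over 50% inhibition at one or more dose response concentrations, cut at about 23% in these data, passing the limit was not always enough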;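 also: plate controls were DMSO full reaction for no effect and no enzyme background for full effect; strong numbers were not always called active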
# AID2073: inhibitors of Mint1-CaV2.2 protein interaction, biochemical, HTRF (AID 2073); inhibition, % at 20 µM, or IC50 in µM where a hit was titrated; HTRF protein-protein interaction, Mint1-CaV2.2; higher % means a stronger effect; actives 0.19% (n = 290,000); in the data active = inhibition mostly above about 51%, no sharp cut-off; also: some results filed as inactive read as strong as hits
# SIAH1 antagonists: Siah-1 peptide-binding antagonists, primary screen, biochemical, fluorescence polarization, rhodamine-plectin, uHTS (AID 1817); Siah-1 / rhodamine-plectin peptide fluorescence polarization; higher % means a stronger effect; displacement, % at 20 µM, or IC50 in µM where a hit was titrated; actives 0.02% (n = 290,000);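 active = displacement of at least 50% at 20 µM, with a fluorescence ratio check between 0.3 and a set limit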;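 also: plate controls were Siah plus tracer with DMSO for no effect and tracer alone without Siah for full effect; strong numbers were not always called active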
# P. falciparum M17LAP: P. falciparum M17LAP inhibitors, primary screen, biochemical, fluorogenic H-Leu-NHMec substrate, 1536-well (AID 1619). recombinant M17LAP, H-Leu-NHMec fluorogenic kinetic assay; higher % means a stronger effect. inhibition, % at 30 µM; hits with a dose series show IC50 in µM. actives 0.38% (n = 220,000);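 active = compound inhibiting the enzyme by more than half at any dose during confirmatory dose-response retesting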;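 also: plate controls were full reaction with DMSO carrier for no effect and no enzyme background for full effect; strong numbers were not always called active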
# Dynein transport: blocks dynein driven cargo transport along microtubules | 3617.4 mouse cells, GR-EGFP nuclear translocation imaging; test concentration mostly 20 µM; stimulated with dexamethasone, 1 µM; active compounds read low | z-score, hits read low | actives 0.47% (n = 220,000) | AID 1381;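 active = plate z-score of nuclear minus cytoplasmic receptor signal below a set negative limit, without overly bright fluorescence or cell loss, cut at about -3.5 in these data, passing the limit was not always enough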;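 also: z-score of nuclear minus cytoplasmic ring GR-EGFP intensity difference per well; some compounds called inactive have numbers as strong as hits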
#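 Buffer or medium: tet-free, stripped-serum medium; reagent: dexamethasone at 1.0 µM final, 30 min; incubation: 48 h induction, 1 h compound, 30 min dex at 37 °C; measured by: formaldehyde fixation, Hoechst nuclear stain, 10x automated fluorescence imaging; read-out: nuclear-to-cytoplasmic GR-EGFP distribution per well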
# human PMI inhibition: MPI enzyme activity inhibition – biochemical, fluorescence intensity, coupled assay, primary screen (AID 1209); inhibition, % at 20 µM, or IC50 in µM where a hit was titrated; purified PMI enzyme, coupled fluorescence intensity; higher % means a stronger effect; actives 0.42% (n = 190,000);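 also: plate controls were DMSO vehicle for no effect and wells lacking substrate for full effect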
# Dynein transport cytoplasmic EGFP: recorded beside Dynein transport, whose call it bears; z-score; measured here: cytoplasmic GR-EGFP intensity; active compounds read high
# Dynein transport nuclear GR-EGFP: second read-out of Dynein transport, no call of its own (marks repeat the call); z-score; measured here: nuclear GR-EGFP intensity;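 lower value marks the stronger effect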
# Dynein transport cell count: second read-out of Dynein transport, no call of its own (marks repeat the call); z-score; measured here: cell count per field
# * = called active by the depositor; . = no result given. Rule as the data show it, unless noted: active = inhibition above about 50%; inactive = the rest.
# Start of the listing, in advance, 5 compounds:
SIAH1 antagonists	M1AAP inhibition	LYP inhibition	Dynein transport cell count	human PMI inhibition	AID2073	PMI inhibition	Dynein transport nuclear GR-EGFP	XIAP antagonists	Dynein transport cytoplasmic EGFP	Dynein transport	P. falciparum M17LAP	mol
0%	7%	-3%	0.1	-15%	-1%	-11%	0.051	-0.1%	-0.11	0.39	6%	CCOC(=O)c1c(C)[nH]c(C(=O)COC(=O)c2oc3ccccc3c2C)c1C
1%	5%	2%	0.46	9%	-3%	6%	-0.46	2.8%	-0.13	-0.7	9%	N#CCSc1nc(N)c(C#N)c(C2CCCCC2)c1C#N
0%	2%	0%	0.7	1%	-4%	-1%	0.91	-1.1%	-0.2	0.1	-7%	Cc1ccc(Oc2ccc(Oc3ccc(C)cc3)nn2)cc1
1%	0%	-4%	-0.61	21%	-2%	8%	0.16	-0.2%	-0.26	-0.23	11%	CN1C(=O)C(O)(C2COC(C)(C)CC2=O)c2cc(Br)ccc21 (stereo unspecified)
-6%	8%	-5%	0.94	18%	14%	44%	-0.64	-3.4%	-0.3	-0.49	-10%	Nc1ccccc1Sc1ccccc1[N+](=O)[O-]

# The listing, previewed entries included:
SIAH1 antagonists	M1AAP inhibition	LYP inhibition	Dynein transport cell count	human PMI inhibition	AID2073	PMI inhibition	Dynein transport nuclear GR-EGFP	XIAP antagonists	Dynein transport cytoplasmic EGFP	Dynein transport	P. falciparum M17LAP	mol
0%	7%	-3%	0.1	-15%	-1%	-11%	0.051	-0.1%	-0.11	0.39	6%	CCOC(=O)c1c(C)[nH]c(C(=O)COC(=O)c2oc3ccccc3c2C)c1C
1%	5%	2%	0.46	9%	-3%	6%	-0.46	2.8%	-0.13	-0.7	9%	N#CCSc1nc(N)c(C#N)c(C2CCCCC2)c1C#N
0%	2%	0%	0.7	1%	-4%	-1%	0.91	-1.1%	-0.2	0.1	-7%	Cc1ccc(Oc2ccc(Oc3ccc(C)cc3)nn2)cc1
1%	0%	-4%	-0.61	21%	-2%	8%	0.16	-0.2%	-0.26	-0.23	11%	CN1C(=O)C(O)(C2COC(C)(C)CC2=O)c2cc(Br)ccc21 (stereo unspecified)
-6%	8%	-5%	0.94	18%	14%	44%	-0.64	-3.4%	-0.3	-0.49	-10%	Nc1ccccc1Sc1ccccc1[N+](=O)[O-]
7%	2%	-8%	-0.3	.	7%	.	0.013	.	-0.76	0.14	13%	COC(=O)c1ccc(C23CC4(C2)[C@H](CN(Cc2ccc(-c5ccccc5)cc2)[C@@H]4c2ccccc2)C3c2ccccc2)cc1 (stereo partly specified)
-2%	-5%	-4%	-1.5	-8%	32%	-9%	1	-7.1%	0.049	2	1.9µM*	Cn1c(=S)[nH]c2c(c1=O)C(C)(C)Cc1ccccc1-2
0%	10%	-5%	0.081	-2%	-1%	2%	0.39	-4.9%	-0.073	-0.033	15%	O=C1CCCCC1Sc1nnc(Cc2cccs2)n1CCc1ccccc1 (stereo unspecified)
2%	-4%	-3%	-1.1	4%	4%	3%	1.1	-3.1%	0.22	1.1	6%	O=C(/C=C/c1c(Cl)cccc1Cl)N1CCN(c2ncccn2)CC1
-3%	1%	0%	-0.091	2%	-9%	1%	0.34	-3.8%	-0.23	0.46	50%	Cc1ccc(NC(=O)CSc2ccc3nnc(CCNC(=O)c4ccccc4)n3n2)c(C)c1
-3%	-2%	-8%	0.57	6%	3%	-2%	0.15	-5.6%	-0.25	0.0022	-10%	Clc1ccccc1-c1nc2ccccc2c2nc3ccccc3n12
-2%	-5%	-2%	0.86	7%	-10%	-1%	0.43	-0.5%	-0.19	0.02	3%	O=C(NC(C(=O)c1ccccc1)N1CCCCC1)c1ccccc1 (stereo unspecified)
0%	16%	-11%	1.5	-6%	3%	-1%	0.91	-6.1%	-0.27	1	1%	Cc1ccc(NC(=O)CCN2CCN(C/C=C/c3ccccc3)CC2)cc1
2%	6%	-4%	-0.88	7%	-10%	18%	0.81	-4.7%	-0.089	0.83	20%	CC(=O)NCCC(=O)N1CCc2c([nH]c3ccccc23)C1c1cccc(Cl)c1 (stereo unspecified)
2%	18%	-6%	0.55	13%	6%	17%	0.34	-1.4%	-0.2	-0.41	-8%	C=CCOc1ccc(C2C(C#N)=C(N)N(Nc3ccccc3)C3=C2C(=O)CC(C)(C)C3)cc1OC (stereo unspecified)
-1%	6%	-5%	1.2	-11%	23%	20%	-0.35	-3.7%	-0.38	-0.7	4%	COc1ccc(CCn2c(=S)[nH]c3ccc(N4CCOCC4)cc3c2=O)cc1OC
4%	-2%	-2%	1.8	6%	20%	3%	-0.41	-5.6%	-0.069	-1.1	1%	Cc1cnc(NC(=O)C(C)N2C(=O)C3CC=CCC3C2=O)s1 (stereo unspecified)
0%	6%	-6%	0.45	3%	-2%	-4%	0.25	-5.2%	-0.46	-0.28	11%	O=c1[nH]cnc2cc(Cl)ccc12
-1%	2%	6%	-0.71	0%	5%	-4%	-0.12	-10%	-0.12	-0.46	-4%	COc1ccccc1OCCOC(=O)Nc1ccccc1
-5%	-1%	-2%	0.38	30%	-68%	30%	0.28	-3.1%	-0.26	-0.47	20%	COc1ccc2c(c1)C(C)CC(C)(C)N2C(=O)NC1CCCCC1 (stereo unspecified)
0%	12%	-5%	1.7	3%	5%	12%	-0.74	0.3%	-0.21	-0.16	-7%	COCCOC(=O)c1cc(C(=O)c2cc(F)ccc2O)coc1=N
-3%	11%	-6%	-0.71	.	14%	.	0.78	.	-0.096	-0.21	-6%	O=C(Nn1cnnc1)c1cc(-c2cccc(Br)c2)nc2ccccc12
5%	3%	1%	-0.67	-15%	-12%	-19%	-0.51	0.3%	-0.14	0.21	8%	Cn1c(=O)c2c(nc(Cl)n2Cc2ccc(Cl)c(Cl)c2)n(C)c1=O
-5%	5%	-12%	-0.19	8%	22%	4%	0.029	-11%	-0.2	-0.044	-39%	COc1cccc2[nH]c3c(Cl)ncnc3c12
1%	-2%	-5%	0.61	10%	-5%	11%	-0.25	-4.8%	-0.19	-0.41	3%	O=C(CCC(=O)c1ccc(Br)cc1)Nc1cccc(C(F)(F)F)c1
9%	-2%	-6%	-0.26	-8%	4%	-10%	0.34	0.8%	-0.072	0.52	13%	COc1ccc(/C=C/C(=O)O)cc1COc1ccccc1C
0%	-3%	0%	1.2	-2%	7%	-5%	-0.034	0.2%	0.97	-0.29	-2%	Cc1cc(NC(=O)Cn2cnc3sc(C)c(-c4ccccc4)c3c2=O)no1
-4%	6%	2%	-0.9	2%	-2%	0%	0.44	-9.8%	-0.34	1.4	-2%	COc1ccc(-n2c(=O)c3ccccc3n(CC(=O)OCc3ccccc3)c2=O)cc1OC
15%	9%	-4%	0.79	1%	4%	11%	-0.6	-0.9%	-0.14	-0.78	12%	CN1CCN(c2ccc(NC(=O)c3sc4ccccc4c3Cl)cc2)CC1
3%	1%	-5%	0.047	9%	8%	4%	-0.15	-2.7%	-0.029	0.048	8%	COc1ccc(Cl)cc1NC(=O)C(C)N(C)Cc1ccc(C(F)(F)F)cc1 (stereo unspecified)
-2%	6%	-2%	0.046	5%	4%	7%	0.23	-2.2%	-0.22	0.36	-3%	Cc1cc(NC(=O)CSc2nnc(C)n2-c2ccccc2)no1
2%	4%	5%	0.78	4%	-1%	4%	-0.35	-3.7%	-0.4	-0.69	2%	CSc1cccc(NC(=O)C2CCCN2S(=O)(=O)c2ccc(Br)s2)c1 (stereo unspecified)
1%	1%	2%	0.18	-7%	32%	8%	-0.3	-2.1%	-0.11	-0.56	5%	N#Cc1nc(-c2ccc(OCc3ccc(Cl)cc3)cc2)oc1N1CCOCC1
1%	-8%	-6%	-0.31	-4%	-4%	-12%	-0.095	-10%	-0.23	0.22	8%	Cc1oc(C(=O)O)cc1CSc1nnc(-c2ccccc2)n1C
1%	5%	-2%	0.67	7%	-3%	6%	0.13	-3.4%	-0.25	0.28	1%	Cc1ccc(-n2c(=O)[nH]c3c(C(N)=O)nc(CC(C)C)nc32)cc1
-4%	4%	-6%	-0.54	11%	1%	10%	0.21	-6.5%	-0.26	0.46	0%	CN1C(=S)SC(N(O)C(=O)Nc2ccccc2)C1(C)C (stereo unspecified)
-1%	0%	-9%	0.69	.	16%	.	0.2	.	-0.27	-0.46	2%	COc1cccc(/C=N/NC(=O)Cn2cnc3c2c(=O)n(C)c(=O)n3C)c1OC
0%	-2%	-6%	-0.4	2%	-5%	4%	0.55	-5.2%	-0.18	0.31	-6%	CC1CCCCN1C(C(=O)O)c1ccccc1 (stereo unspecified)
-1%	9%	-5%	0.53	7%	7%	-4%	-0.68	-7.7%	-0.27	-0.75	47%	COC(=O)c1cc(C)sc1NC(=O)C1C2C=CC(CC2)C1C(=O)O (stereo unspecified)
4%	-6%	-6%	0.23	11%	2%	7%	0.16	-2.2%	-0.24	-0.14	1%	CCCCCOC(=O)Cc1c(O)c2ccccc2[nH]c1=O
-4%	8%	2%	.	6%	1%	9%	.	-10%	.	.	0%	O=C(N/N=C/c1cn(-c2ccccc2)nc1-c1ccccc1)c1ccco1
-5%	1%	-8%	0.046	-28%	13%	-19%	-0.045	-7.2%	0.0037	-0.26	3%	CC(NC(=O)COC(=O)c1ccc(Cl)cc1O)c1ccc(F)cc1 (stereo unspecified)
-2%	3%	1%	0.86	4%	0%	0%	-0.49	-8.6%	-0.3	-0.97	0%	COc1ccc(C(=O)C2CCCN(C(=O)/C=C/c3ccccn3)C2)c(C)c1 (stereo unspecified)
-3%	12%	-3%	0.74	-5%	1%	-7%	0.38	-4.2%	-0.25	0.35	2%	Cc1cc(-c2ccccc2)nc(SCC(=O)N2CCCC2)n1
1%	9%	-10%	-0.77	19%	-2%	16%	-0.52	-7.7%	-0.18	-0.72	-11%	CN1CCN(CC(=O)N(Cc2c(C#N)c3ccccc3n2C)c2ccccc2)CC1
2%	7%	-2%	0.3	-16%	11%	-8%	0.43	-6.5%	-0.36	0.25	8%	O=C(O)c1c2c(nc3ccccc13)/C(=C/c1ccc(O)cc1)CCC2
-4%	9%	-6%	0.9	-7%	5%	-5%	-0.71	-2.7%	-0.36	-0.68	15%	O=C1NC(=S)N/C1=C/c1cc([N+](=O)[O-])ccc1N1CCOCC1
-4%	-3%	-8%	-1.6	5%	3%	1%	1.2	-5.5%	-0.24	3.1	3%	CCc1ccccc1NC(=O)c1nnn(CC(=O)Nc2cccc(C)c2)c1N
